NadD inh – NadD (S. aureus) enzyme inhibition. inhibition, % at 20 µM. purified NadD enzyme, colorimetric absorbance read-out. 360,000 tested, 0.78% active. AID 602399; in the data active = inhibition above about 26%; note: some compounds past the cut are filed as inactive
DNMT1 inh – blocks human DNA methyltransferase DNMT1. AID 588458. 360,000 tested, 0.83% active. DNMT1 molecular beacon, Hinp1I cleavage, fluorescence. inhibition (reported as % activation of signal), % at 10 µM. P26358; in the data active = inhibition above about 50%
Target sequence (P26358 504-1616 limits assumed): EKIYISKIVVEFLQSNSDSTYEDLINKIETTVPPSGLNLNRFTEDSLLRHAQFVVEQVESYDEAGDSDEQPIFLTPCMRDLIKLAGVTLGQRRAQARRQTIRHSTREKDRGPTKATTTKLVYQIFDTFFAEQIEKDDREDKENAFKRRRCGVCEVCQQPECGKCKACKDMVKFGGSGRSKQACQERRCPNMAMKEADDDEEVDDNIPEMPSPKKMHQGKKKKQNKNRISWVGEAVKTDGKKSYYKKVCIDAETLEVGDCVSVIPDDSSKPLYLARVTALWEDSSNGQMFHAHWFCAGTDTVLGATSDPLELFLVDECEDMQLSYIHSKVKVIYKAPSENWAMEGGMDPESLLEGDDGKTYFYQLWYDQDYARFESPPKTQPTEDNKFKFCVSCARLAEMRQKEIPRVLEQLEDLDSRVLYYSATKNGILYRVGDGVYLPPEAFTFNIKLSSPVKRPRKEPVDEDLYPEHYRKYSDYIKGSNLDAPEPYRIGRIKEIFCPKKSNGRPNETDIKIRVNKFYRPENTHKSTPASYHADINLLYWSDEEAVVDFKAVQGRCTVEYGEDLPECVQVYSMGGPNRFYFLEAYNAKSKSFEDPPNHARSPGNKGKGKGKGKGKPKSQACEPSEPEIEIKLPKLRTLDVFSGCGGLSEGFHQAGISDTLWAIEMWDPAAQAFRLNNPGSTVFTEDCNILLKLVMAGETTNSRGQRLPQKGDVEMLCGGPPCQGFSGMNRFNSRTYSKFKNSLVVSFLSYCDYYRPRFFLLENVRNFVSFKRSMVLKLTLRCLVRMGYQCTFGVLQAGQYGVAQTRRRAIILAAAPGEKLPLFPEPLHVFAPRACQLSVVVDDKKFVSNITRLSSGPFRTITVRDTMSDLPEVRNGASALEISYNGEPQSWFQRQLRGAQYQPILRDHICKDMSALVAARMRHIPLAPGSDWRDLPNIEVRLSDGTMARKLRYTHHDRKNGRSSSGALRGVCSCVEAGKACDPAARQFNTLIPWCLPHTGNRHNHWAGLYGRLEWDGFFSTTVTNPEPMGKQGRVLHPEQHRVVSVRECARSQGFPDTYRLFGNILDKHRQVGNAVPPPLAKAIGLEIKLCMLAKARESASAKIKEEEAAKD
SKN-1 block – C. elegans SKN-1 inhibition | 360,000 tested, 0.49% active | C. elegans VP596 Pgst-4::GFP/RFP ratio, acrylamide-induced, 24 h | inhibition, % at 21.8 µM;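 active = interference check ratio from 0.5 to 1.5 plus GFP to RFP signal ratio inhibition reaching or exceeding a fixed threshold, cut at about 30% in these data, passing the limit was not always enough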; note: some compounds called inactive have numbers as strong as hits
STEP inh – STEP (human) phosphatase inhibition; recombinant STEP, OMFP fluorogenic substrate, fluorescence; AID 588621; P54829; 360,000 tested, 0.25% active; inhibition, % at 20 µM;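 active = inhibition at 20 µM, scaled per plate between control wells, above about 37%, limit read from the data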;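 note: 0% = DMSO with enzyme and substrate and 100% = substrate only without enzyme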
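Material: STEP (striatal-enriched tyrosine phosphatase) enzyme, cell-free | Medium: 50 mM Bis-Tris pH 6.0 with 2.5 mM DTT and 0.005% Tween 20 | Read-out: Percent inhibition scaled to no-enzyme and uninhibited-enzyme controls, plate-pattern corrected | Signal: Fluorescence read at 480 nm ex / 540 nm em | Times: 20 min reaction, room temperature, in the dark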
Scp-1 inhibitor – blocks human Scp-1 phosphatase activity | inhibition, % at 20 µM | 340,000 tested, 0.88% active | Recombinant Scp1, phosphopeptide, malachite green phosphate absorbance | AID 493091;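 active = inhibition above about 50% at 20 µM, limit read from the data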;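 note: plate controls were DMSO wells with enzyme for no effect and wells lacking enzyme for full effect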
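Material – SCP-1 phosphatase catalytic domain, residues 76-261 · Buffer or medium – Acidic Tris acetate buffer with magnesium and detergent · Also added – Phospho 17-mer peptide substrate · Compound – single 20 µM dose, 1% DMSO · Times – 45 min room-temperature reaction, 5 min colour, 30 min stabiliser · Technique – Phosphate-binding colour reagent, absorbance read at 630 nm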
Neddyl block – blocks human cullin neddylation; P61081+Q13564; TR-FRET cullin neddylation, biochemical; calls only at 25 µM; 360,000 tested, 0.58% active; AID 651699; in the data active = inhibition above about 36%
LMPTP inh – LMPTP (human) inhibition. P24666. recombinant LMPTP-A, OMFP fluorogenic substrate, fluorescence intensity. inhibition, % at 20 µM. 360,000 tested, 0.22% active. AID 651560;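 active = compounds that cut the enzyme signal by at least half of the control window in the single-dose screen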;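 note: plate controls were DMSO wells with enzyme plus substrate for no effect and substrate without enzyme for full effect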
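Material: LMPTP-A; amount: 0.625 nM enzyme; doses: single 20 µM dose; times: reaction 50 min, room temperature, dark; technique: fluorescence intensity of OMFP turnover product; benchmarks: no-enzyme and uninhibited controls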
TbMetRS inhib – blocks T. brucei methionyl-tRNA synthetase activity | inhibition, % at 11.9 µM | 360,000 tested, 0.4% active | purified T. brucei MetRS, ATP depletion, Kinase-Glo luminescence;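 active = inhibition above a per-plate cutoff of the control wells' mean inhibition plus 3 SD, cut at about 5.5% in these data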;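 note: 0% = DMSO wells median and 100% = median of wells with control inhibitor compound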
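assay system = parasite MetRS enzyme | timing = 15 min preincubation, 2 h reaction, all 25 °C | evaluation = percent inhibition relative to median high and low control wells | medium = HEPES buffer containing pyrophosphatase, BSA, spermine, DTT | compound = single dose, 11.9 µM final nominal, 0.9% final DMSO | detection = Kinase-Glo luminescence, ATP depletion format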
SUMO1 PPI mod – modulators of human SUMO1-mediated protein-protein interactions | P63165 | SUMO1 binding to a labelled peptide, TR-FRET, 1 h | inhibition, % at 20 µM | 360,000 tested, 0.33% active | AID 602429; in the data active = inhibition above about 37%
NRP1-CendR mod – alters CendR peptide binding to human NRP-1. O14786. FAM-RPARPAR peptide binding to NRP-1, fluorescence polarization. inhibition, % at 25 µM. 360,000 tested, 0.85% active. AID 602438;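 active = inhibition or corrected inhibition above about 18%, plus a signal ratio from 0.5 to 1.5, limit read from the data, passing the limit was not always enough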; note: strong numbers were not always called active
* = called active by the depositor; i = inactive; · = no result given. Hits appear at their usual frequency; overall some 4.6% were active at least once.

Fields: SKN-1 block	STEP inh	NadD inh	Scp-1 inhibitor	NRP1-CendR mod	Neddyl block	SUMO1 PPI mod	TbMetRS inhib	DNMT1 inh	LMPTP inh
1. CCc1nc(N2CCN(C(C)=O)CC2)c(C#N)c2c1COC(C)(C)C2
  -7	2	0	-5	9	·	-1	-0.3	2	-0.9
2. C[C@@H]1CC[C@]2(O[C@@H](CCO)C[C@@H](O)[C@@H]2O)O1
  -1	-2	-3	2	0	i	3	-0.3	4	-1.6
3. CCc1ccc(N2C(=O)c3sc4nnc(C)c(=O)n4c3C2=O)cc1
  -3	1	7	-6	-12	i	-10	-0.8	3	-1.2
4. CCOc1ccc(NC(=O)Nc2cc(-c3ccccc3)sc2C(=O)OC)cc1
  10	-1	0	-9	-8	i	-1	-1.1	-9	4.6
5. O=S(=O)(Nc1ccccc1C(F)(F)F)c1ccc(-c2ccccn2)s1
  -21	0	1	-7	0	i	0	-0.5	1	-0.8
6. CCN(CC(=O)Nc1c(F)cccc1F)C(=O)C1(c2ccccc2)CC1
  10	0	-5	-5	-1	i	-4	0.0	-1	-2.4
7. Cc1onc(-c2ccccc2Cl)c1C(=O)NCc1nnnn1-c1ccc(F)cc1
  14	0	-3	-3	0	i	1	-0.4	1	-0.7
8. O=c1[nH]c2ccccc2nc1Cc1ccc([N+](=O)[O-])cc1
  -6	-2	-1	3	-6	i	-29	0.5	0	-0.1
9. CC[N+]1(CC(O)COC2CC(C)CC(C)(C)C2)CCOCC1 (centres undefined)
  -34	-4	2	105*	-8	i	-1	0.2	-4	-0.8
10. Cc1ccsc1/C=N/n1cnnc1
  0	1	1	8	7	i	-4	-0.6	-1	-0.9
11. CCN(c1ccccc1)S(=O)(=O)c1ccc(Cl)c(NC(=O)CSc2nncn2C)c1
  2	-6	2	-4	-2	i	-2	-0.4	0	-1.5
12. O=C(Nc1ccccc1N1CCCC1)c1ccc2ccccc2c1
  -7	7	-4	-7	2	i	-2	-0.6	0	1.0
13. CN(C)S(=O)(=O)c1ccc(C(=O)NCC(c2cccs2)N2CCOCC2)cc1 (centres undefined)
  -5	-1	-4	11	-4	i	3	-0.2	7	1.0
14. Cc1ccc(NC(=O)N(Cc2cc3cc(C)cc(C)c3[nH]c2=O)CC2COCCO2)cc1 (centres undefined)
  -3	2	2	3	9	i	-7	-0.4	2	1.1
15. O=C(NCC(c1ccco1)N1CCN(c2ccc(F)cc2)CC1)C(=O)NC1CCCCC1 (centres undefined)
  -5	1	1	-3	19	i	0	-0.3	3	-0.8
16. COc1cccc(CN2CCN(Cc3cc(OC)c(OC)c(OC)c3)CC2)c1OC
  0	-3	-5	-9	-8	i	-4	-0.5	0	-2.6
17. COc1ccccc1N(Cc1ccccc1)S(=O)(=O)c1cc(C(=O)O)ccc1Cl
  -1	-2	0	21	-6	i	5	-0.6	-1	-0.5
18. O=C(C=Cc1ccco1)c1ccc2ccccc2c1
  63*	4	19	-8	-19	i	-16	-0.4	19	1.4
19. COc1cccc(NC(=O)CN2C(=O)NC(C)(C3CC3)C2=O)c1 (centres undefined)
  -16	-4	-4	5	2	i	-7	-0.2	0	-1.1
20. CC12CCC(C(=O)N(c3cccc(Cl)c3)C1=O)C2(C)C (centres undefined)
  10	-5	-2	-5	-3	i	1	-0.2	-1	0.0
21. O=C(OCc1ccc(F)cc1)c1ccc2c(c1)-c1ccccc1C2=O
  -2	0	-2	-12	-8	i	-10	-0.4	-5	4.1
22. CCCn1c(N)c(C(=O)NS(=O)(=O)c2ccc(C)cc2)c(=O)n(C)c1=O
  3	-1	-7	-5	5	i	8	0.2	-2	-1.2
23. CC(C)(C)OC(=O)Cn1c(=O)cnc2ccccc21
  9	1	2	0	-2	i	-5	-0.3	-1	-0.3
24. COc1ccc(CCC(=O)N2CCCSC2=Nc2ccc(C(C)=O)cc2)cc1
  19	-1	3	-8	0	i	-1	-0.4	-2	0.3
25. CCOc1ccccc1NC(=O)c1cccnc1
  13	-4	2	-2	-4	i	1	-0.4	0	-0.7
26. CC1CCCN(CCCCOc2cccc(Br)c2)C1 (centres undefined)
  2	-1	1	1	7	i	-1	-1.3	4	-1.5
27. CCCCN1CC(=O)N2[C@H]3c4cc(C)ccc4OC[C@@H]3[C@H](c3ccccc3)[C@]2(C)C1=O
  21	0	-1	-7	7	i	9	-0.3	4	-0.1
28. CCC(c1nnnn1Cc1ccc(OC)cc1)N1CCN(C(=O)c2ccco2)CC1 (centres undefined)
  -11	-1	2	-2	2	i	4	0.6	0	-1.8
29. Cc1cccc(NS(=O)(=O)c2cc(OCC(N)=O)c(C)cc2Cl)c1
  3	-3	-3	0	3	i	5	-1.4	0	-0.8
30. CSC[C@H]1CN(CCc2ccccc2)C(=O)[C@@H]1CC(=O)Nc1ccc(Br)cc1
  7	-2	-2	·	-12	i	0	15*	-3	1.8
31. Nc1ccccc1Nc1ccncc1[N+](=O)[O-]
  -11	0	0	-10	4	i	-15	-0.3	1	-1.1
32. CCn1c(COc2ccc3c(c2)CCCC3)nnc1SCC(=O)Nc1ccc(C(=O)OC)cc1
  17	0	-4	9	1	i	-1	-1.0	30	-3.3
33. CCc1ccc(NC(=O)CSc2nc3ccccc3c(=O)n2CCN2CCOCC2)cc1
  -1	2	-4	-11	-26	i	-2	-0.9	-4	-1.2
34. CC(=O)Oc1ccc(C)cc1-n1nc2ccccc2n1
  20	-1	-12	-7	0	i	-2	-0.8	2	1.8
35. CCOc1cc(/C=N/n2cnnc2)ccc1OCC(=O)Nc1ccccc1OC
  -2	0	0	-12	20*	i	2	-0.6	0	-1.3
36. CC1CCC(NC(=O)C2CCC(CNc3c(N4CCCCC4)c(=O)c3=O)CC2)CC1 (centres undefined)
  0	-1	-2	-2	-7	i	-1	-0.7	1	-0.7
37. O=C(OCc1ccccc1)N1CCC2CC1c1ccc(/C=C/CCCCl)cc12 (centres undefined)
  0	4	9	·	0	i	7	-0.8	10	6.0
38. Cc1cc(NC(=O)Nc2ccc3c(ccn3C)c2)sn1
  11	0	2	-4	-5	i	4	-0.1	-12	1.0
39. Cc1c(NC(=O)C(C)OC(=O)C23CC4CC(CC(Br)(C4)C2)C3)c(=O)n(-c2ccccc2)n1C (centres undefined)
  -6	-1	3	-1	5	i	-2	-0.5	-1	-0.5
40. COC(=O)CCCC(=O)N1CCCC(C(=O)c2ccc(-c3ccccc3)cc2)C1 (centres undefined)
  29	-2	1	-9	13	i	-1	-0.2	2	-0.4
41. CCCN1C(=O)C2(SC(NC(C)=O)=NN2C(C)=O)c2cc(C)cc(C)c21 (centres undefined)
  -10	0	0	-16	-5	i	1	-1.1	0	-1.3
42. CC1(C)CC(=O)NC=C(c2ccccc2)C1
  -11	2	1	36	8	i	1	-0.2	2	0.5
43. O=C(Nc1ccccc1F)c1ccccc1-c1ccccc1
  -3	-1	-2	-14	7	i	1	0.2	-3	-0.9
44. Cc1cc(C(=O)N2CCCC(N3CCN(c4cccc(C(F)(F)F)c4)CC3)C2)nn1C (centres undefined)
  12	-3	-4	-5	5	i	1	-0.5	2	-0.9
45. O=S(N1CCCCCC1)C12CC3CC(CC(C3)C1)C2 (centres undefined)
  -12	1	-2	4	5	i	3	-0.5	2	-6.2
46. CC1(c2ccc3ccccc3c2)NC(=O)N(CC(=O)Nc2ncccc2O)C1=O (centres undefined)
  2	-1	7	-5	1	i	-1	-0.6	-5	0.5
47. Cc1ccc(-c2csc(Nc3ccccc3)[n+]2CCc2ccccc2)cc1
  -10	3	20	12	-7	i	2	-0.3	9	1.9
48. COc1ccc(S(=O)(=O)N2CCCCCC2)cc1NC(=O)Cc1ccccc1F
  0	-1	-17	-27	-16	i	-2	-0.7	-2	-0.2
49. CCC(=O)N1c2ccc(S(=O)(=O)NC3CCCCC3)cc2CC1C (centres undefined)
  16	0	-3	-8	2	i	7	0.0	-2	-0.2
50. Cc1cc(C)n(C(=O)c2cccc([N+](=O)[O-])c2C)n1
  30	-3	3	-6	5	i	10	-0.6	1	-0.4
51. N#Cc1nc(Cc2ccccc2)oc1NCc1cccnc1
  -10	-5	-1	-7	-4	i	5	-0.7	0	2.5
52. CCCCNC(=O)COC(=O)c1c2c(nc3ccccc13)/C(=C/c1cccs1)CC2
  9	5	19	6	-48	·	-9	0.3	-23	4.2
53. COc1ccc(C(c2nnnn2CC2CCCO2)N2CCN(c3ccc(F)cc3)CC2)cc1 (centres undefined)
  -10	-1	-3	6	-2	i	1	-1.6	-1	-0.9
54. C=CCn1c(O)c(N=O)c2cc(C)ccc21
  4	1	4	1	-3	i	-15	0.2	-4	1.2
55. C#CCOCCOCCOCCNc1nc(N2CCOCC2)nc(N2CCN(C(=O)[C@H](CC(N)=O)n3cc(C(N)[C@@H](C)CC)nn3)CC2)n1 (some centres undefined)
  11	-4	-5	-3	9	i	-8	0.7	7	-2.3
56. COCc1cccc(NC(=O)CCc2ccccc2)c1
  -5	-2	-5	-10	-4	i	-2	-0.7	3	0.3
57. Cc1cccc(C)c1-n1ncc(C(=O)NC2CCCC2)c1C1CCNCC1
  9	-3	-1	-6	11	i	4	0.6	2	-0.3
58. COc1cccc(/C=C/c2ccc3cccc(O)c3n2)c1OC
  14	0	1	44	-4	i	-20	0.1	-7	2.6
59. COc1ccc(-c2csc(N(CCCN3CCOCC3)C(=O)CCl)n2)cc1
  14	-5	-1	0	-8	i	6	1.1	-2	-2.1
60. CCCCCC(=O)N1C[C@@H](O)[C@H](n2cc(-c3ccc(F)cc3)nn2)C[C@@H]1c1ccc(C)cc1
  7	3	6	·	-4	i	4	-0.9	-6	0.1
61. COc1cccc(/C=N/NC(=O)c2c(C)nc3ccc(Br)cn23)c1
  5	1	0	1	-10	i	-9	-0.6	0	0.4
62. CN(C)c1nc(=NCc2ccco2)ss1
  -2	0	3	-8	5	i	6	-0.2	-2	3.5
63. O=C1c2ccccc2C(O)N1CCN1CCOCC1 (centres undefined)
  -6	-2	1	-7	-2	i	1	2.8	3	-1.6

Compound activity from PubChem BioAssay.
